KLK5 inh: human KLK5 protease inhibitors, primary screen, biochemical, 1536-well | AID 873, 2007 | 210,000 compounds, 0.59% hits | recombinant hK5, fluorogenic AMC substrate cleavage | Kallikrein-5 (Homo sapiens), Q9Y337 | inhibition, % at 5 µM;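 active = inhibition of 40% or more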;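 also: 0% = enzyme controls without compound and 100% = no-enzyme blanks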
Rad51 HR inh: human RAD51 strand exchange inhibitors, primary screen, biochemical, fluorescence | 200,000 compounds, 0.085% hits | inhibition, % at 10 µM | AID 1385, 2008 | hRad51 DNA strand exchange, fluorescence dequenching;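 active = inhibition above 40% at the single screening dose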;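 also: 0% = DMSO control wells and 100% = blanks with heterologous ssDNA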
Target sequence (Q06609 whole entry, looked up): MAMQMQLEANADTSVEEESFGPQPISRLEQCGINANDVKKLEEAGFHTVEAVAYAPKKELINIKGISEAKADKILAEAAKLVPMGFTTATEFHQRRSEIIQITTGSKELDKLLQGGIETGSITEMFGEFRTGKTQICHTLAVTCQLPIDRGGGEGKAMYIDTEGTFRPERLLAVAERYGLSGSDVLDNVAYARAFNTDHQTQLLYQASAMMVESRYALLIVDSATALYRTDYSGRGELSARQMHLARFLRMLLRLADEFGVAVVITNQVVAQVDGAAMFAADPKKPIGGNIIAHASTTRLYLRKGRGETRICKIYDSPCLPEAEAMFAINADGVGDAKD
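Material: Human Rad51 nucleoprotein filaments preassembled on unlabelled ssDNA | Also added: Labelled 47-mer dsDNA for strand exchange | Dosing: Single dose, 10 µM final compound | Schedule: 30-min compound preincubation and 15-min exchange, both room temperature | Technique: Fluorescence dequenching at 485/520 nm | Measure: Percent inhibition relative to plate controls and blanks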
PERK inhibitor: block of dimerizer-induced PERK translation repression, primary screen, PERK inhibitor project, CHO PERK-DD cells, SEAP luminescence, HTS; Eukaryotic translation initiation factor 2-alpha kinase 3 (Homo sapiens), Q9NZJ5; CHO PERK-DD fusion, SEAP luminescence translation reporter; inhibition, % at 5.6 µM; 220,000 compounds, 0.17% hits;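 active = inhibition above the mean inhibition of all tested compounds plus 3 SD, set separately per screening campaign, cut at about 2.9% in these data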;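 also: PERK kinase domain activated by AP20187 dimerizer at 100 nM; 0% = DMSO with dimerizer and 100% = rapamycin at 8.4 µM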
thrombin 1536: human alpha-thrombin inhibitors, primary screen, counter-screen for coagulation protease inhibitor project, biochemical, 1536-well, fluorogenic AMC substrate; Prothrombin (Homo sapiens), P00734; Boc-VPR-AMC fluorogenic substrate cleavage; inhibition, % at 5 µM; 220,000 compounds, 0.26% hits;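 active = inhibition at or above 40%; inactive = inhibition below 40%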;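 also: 0% = enzyme with no compound and 100% = wells without enzyme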
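signal = AMC fluorescence, 355/460 nm | material = human alpha-thrombin enzyme | control set = enzyme without compound as high, wells lacking enzyme as low | times = reaction at room temperature | read-out basis = percent inhibition scaled between no-compound controls and no-enzyme blanks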
FXIa inh: human FXIa protease inhibitors, primary screen, biochemical, 1536-well; purified FXIa, Boc-Glu-Ala-Arg-AMC fluorogenic substrate; Coagulation factor XI (Homo sapiens), P03951; AID 798, 2007; inhibition, % at 5 µM; 220,000 compounds, 0.14% hits;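 active = inhibition of at least 40%; inactive = inhibition below 40%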;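 also: fluorescence of freed AMC excited at 355 nm; 0% = enzyme without compound and 100% = no enzyme blank; many of its hits are not listed in these tables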
Furin inhibitor: human furin inhibitors, primary screen, biochemical, fluorescence intensity. inhibition, % at 30 µM. 220,000 compounds, 0.061% hits. purified furin, fluorogenic substrate cleavage. P09958; in the data active = inhibition above about 25%; also: inactives centre near -15
FXIIa inh 1536: human FXIIa protease inhibitors, primary screen, biochemical, 1536-well | Coagulation factor XII (Homo sapiens), P00748 | purified FXIIa, Boc-QGR-AMC fluorogenic substrate, 2 h | AID 800, 2007 | 220,000 compounds, 0.3% hits | inhibition, % at 5 µM; in the data active = inhibition above about 40%;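 also: 0% = enzyme with no compound and 100% = blank without enzyme; many of its hits are not listed in these tables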
Target sequence (P00748 20-372 limits assumed): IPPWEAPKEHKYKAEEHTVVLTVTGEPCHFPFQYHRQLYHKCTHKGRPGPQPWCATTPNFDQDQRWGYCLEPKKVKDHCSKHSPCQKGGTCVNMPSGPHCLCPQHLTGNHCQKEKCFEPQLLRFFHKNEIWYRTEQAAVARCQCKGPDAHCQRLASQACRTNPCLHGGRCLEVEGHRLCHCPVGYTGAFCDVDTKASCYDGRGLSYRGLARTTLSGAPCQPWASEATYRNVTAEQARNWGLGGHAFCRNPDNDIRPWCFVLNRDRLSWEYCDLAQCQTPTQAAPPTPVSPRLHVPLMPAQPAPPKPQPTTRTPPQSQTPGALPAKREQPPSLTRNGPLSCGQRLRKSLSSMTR
Target sequence (P00748 373-615 limits assumed): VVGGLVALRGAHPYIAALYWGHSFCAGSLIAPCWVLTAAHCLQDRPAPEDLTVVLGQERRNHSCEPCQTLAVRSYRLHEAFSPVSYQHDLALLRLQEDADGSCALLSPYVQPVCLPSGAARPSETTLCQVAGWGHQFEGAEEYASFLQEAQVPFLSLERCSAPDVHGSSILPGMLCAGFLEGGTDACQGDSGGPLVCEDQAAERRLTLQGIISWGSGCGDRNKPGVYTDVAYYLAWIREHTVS
Calpain2 inh: inhibitors of pig calpain II, primary screen, biochemical, fluorogenic peptide substrate, 1536-well; inhibition, % at 16 µM; purified calpain II, 30 min; 220,000 compounds, 0.37% hits;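 active = inhibition above about 50%, limit read from the data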
KCC2 mod: KCC2 cotransporter modulators, thallium flux, primary screen, cell-based, HEK293 KCC2, FluoZin-2 fluorescence, MLSMR; KCC2 cells, thallium flux FluoZin-2 fluorescence; B-score of Tl+ flux slope (higher = more flux/activation; lower = inhibition) at 10 µM; 190,000 compounds, 2.2% hits; AID 1456, 2008;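 active = thallium flux slope and its plate-corrected score both differing from the plate sample mean at a set confidence after two filtering rounds, in either direction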;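 also: slope of fluorescence scaled to starting intensity during 10 to 20 s after thallium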
* marks the source's active call; other numbers are inactive results; . = no result given; [ ] = another dose, or the depositor's remark. The list is partial; count on the stated rates, not on these rows.

entry | smiles | KLK5 inh | Rad51 HR inh | PERK inhibitor | thrombin 1536 | FXIa inh
1 | O=C(c1ccccc1-c1nc(-c2ccccc2)no1)N1CCOCC1 | 10 | -8 | 0.4 | 0 | -5
2 | COc1ccccc1NC(=O)c1ccc(NC(=O)CSc2nncn2C)cc1 | -6 | 9 | 1.0 | -8 | 19
3 | Cc1nc2ccccc2c(=O)n1NC(=O)Cc1ccc(Br)cc1 | 16 | -3 | 0.6 | 6 | 8
4 | Cn1c(SCC(=O)c2ccc3c(c2)NC(=O)CO3)nc2ccccc21 | 38 | -10 | 0.4 | 53* | 25
5 | Cc1cc(C)n(CC(C)O)c(=O)c1C#N (stereo not drawn) | -10 | -1 | 1.4 | -4 | -2
6 | O=C(NNC(=O)c1cnccn1)c1ccc(Cl)cc1 | 1 | 11 | 0.3 | -7 | 1
7 | CC1(C)CC(=O)c2c(O)cc(OCc3ccc(Br)cc3)cc2O1 | -6 | -7 | -0.1 | 5 | 12
8 | Cc1ccccc1C(=O)/C=C1/c2ccccc2CC(C)(C)N1C | -2 | -2 | -1.4 | 0 | 2

entry | Furin inhibitor | FXIIa inh 1536 | Calpain2 inh | KCC2 mod
1 | -10[20 µM] | 1 | 9 | 1.7
2 | -25 | 23 | 10 | 1.7
3 | -22[20 µM] | 8 | 17 | 0.048
4 | -4 | 22 | -55 | -0.88
5 | -13[20 µM] | 14 | 17 | .
6 | -9 | 5 | 29 | 2.7
7 | -9[20 µM] | 28 | -2 | -0.16
8 | -8[20 µM] | 15 | 25 | -0.07

Next entries follow:
entry | smiles | KLK5 inh | Rad51 HR inh | PERK inhibitor | thrombin 1536 | FXIa inh
9 | COc1ccc(C(=O)NCC2CCCO2)cc1 (stereo not drawn) | -6 | -35 | 1.3 | 0 | 5
10 | O=C(O)/C=C/C(=O)NCCc1ccc(Cl)cc1 | -9 | 12 | 0.9 | -8 | -2
11 | Cc1ccc(NC(=O)CCNS(=O)(=O)c2cccc3nonc23)cc1 | -11 | 4 | 0.4 | -5 | -3
12 | Cn1c(Sc2ccc([N+](=O)[O-])cc2C(F)(F)F)nnc1-c1ccccc1 | 2 | 0 | -0.2 | -3 | -5
13 | CCCCn1c(C(C)NC(=O)CC)nc2ccccc21 (stereo not drawn) | 1 | -2 | 2.4 | 0 | -2
14 | CCOC(=O)c1cnc2cc(C)nn2c1-c1ccccc1 | 2 | -11 | 0.0 | 0 | -2
15 | CCOC(=O)C1=NN(c2ccccc2)C(=O)C1 | 1 | -5 | 2.9* | 2 | 11
16 | CC(C)c1nc(-c2c(N)n(C)c(=O)n(C)c2=O)sc1C(=O)C(C)(C)C | -5 | -3 | 0.5 | -2 | -3

entry | Furin inhibitor | FXIIa inh 1536 | Calpain2 inh | KCC2 mod
9 | -1 | 15 | -19 | 1
10 | -8 | 6 | 4 | 0.044
11 | -5 | -19 | -2 | -1.1
12 | -19[20 µM] | -1 | 13 | 0.55
13 | -18 | 20 | 17 | 1
14 | 6[20 µM] | 4 | 3 | 0.44
15 | -20 | 14 | 4 | -0.089
16 | -21 | 8 | -34 | -0.23

New compounds follow
entry | smiles | KLK5 inh | Rad51 HR inh | PERK inhibitor | thrombin 1536 | FXIa inh
17 | Cc1ccc(-n2ncc3c(SCc4cccnc4)ncnc32)c(C)c1 | -4 | 8 | 0.4 | -16 | -1
18 | O=C(CSc1nccc(=O)[nH]1)N1CCc2ccccc2C1 | -1 | -2 | 0.2 | -8 | -8
19 | O=C(NNc1nc2c(F)cc(F)cc2s1)C1COc2ccccc2O1 (stereo not drawn) | -25 | 0 | -0.4 | . | -4
20 | O=C(O)C1CC=CCC1C(=O)Nc1ccccc1 (stereo not drawn) | 3 | 4 | 0.0 | 0 | -14
21 | Nc1cc(C(=O)OCC(=O)NCc2ccco2)ccc1Cl | -33 | -1 | 0.1 | -1 | -6
22 | O=C(O)C1C2C=CC(C2)C1C(=O)NCc1ccc2c(c1)OCO2 (stereo not drawn) | -6 | 5 | 1.2 | 2 | 6
23 | O=C(NCCN1CCN(c2ccccc2F)CC1)C1CC(=O)N(C2CCCC2)C1 (stereo not drawn) | 32 | -5 | -0.6 | -7 | -6
24 | COc1cc2c(cc1NC(=O)CCCCCN1C(=O)CCC1=O)oc1ccccc12 | 1 | -3 | -1.2 | -5 | 3

entry | Furin inhibitor | FXIIa inh 1536 | Calpain2 inh | KCC2 mod
17 | -31 | -5 | -3 | -1
18 | -13[20 µM] | 4 | -4 | -4.9*
19 | -14 | 0 | 2 | 6*
20 | -26[20 µM] | 10 | -17 | .
21 | -6 | 9 | -256 | 0.12
22 | -24 | 12 | -15 | 0.6
23 | -5 | 0 | -8 | -0.0097
24 | -19[20 µM] | 12 | -27 | -2

Remaining list, next part
entry | smiles | KLK5 inh | Rad51 HR inh | PERK inhibitor | thrombin 1536 | FXIa inh
25 | Cc1cc(=O)oc2cc(OCC(=O)OCC(=O)Nc3ccccc3Br)ccc12 | -9 | 4 | 0.6 | -4 | -6
26 | Cc1cccc(C(=O)NNC(=O)c2ccc(Br)cc2)c1 | 2 | -5 | 2.1 | 0 | -2
27 | CCCn1c(=O)c2c(nc3n2CCN3Cc2ccco2)n(C)c1=O | -11 | 12 | -0.9 | 1 | -7
28 | COc1ccccc1N1CCN(C2CCN(C(=O)c3cc(OC)c(OC)c(OC)c3)CC2)CC1 | -3 | -3 | -0.5 | -5 | 1
29 | Cc1nc(C)c(C(=O)O)c(-c2cccs2)c1C(=O)O | 0 | 17 | 0.9 | -4 | -1
30 | CCc1cc(-c2n[nH]c(C)c2-c2nc3ccccc3n2C)c(O)c(CN2CCN(C)CC2)c1O | -7 | 1 | -1.0 | 4 | 5
31 | CCN(CCNC(=O)C1CCCN(Cc2nc(-c3ccc(OC)cc3)oc2C)C1)c1ccccc1 (stereo not drawn) | 4 | 2 | -0.7 | 0 | 0
32 | COc1ccc(NCC(=O)N/N=C2\CCc3ccccc32)cc1 | -10 | -6 | -0.1 | -12 | -4

entry | Furin inhibitor | FXIIa inh 1536 | Calpain2 inh | KCC2 mod
25 | -9 | -1 | -33 | -1.1
26 | -25 | 16 | -24 | .
27 | -15 | 4 | 15 | -0.088
28 | -24 | 4 | 13 | 1.5
29 | -10 | 3 | 6 | -0.14
30 | -11 | 18 | -27 | -0.033
31 | -36 | 7 | -16 | 0.7
32 | -10 | -8 | -76 | -1.2

More compounds.
entry | smiles | KLK5 inh | Rad51 HR inh | PERK inhibitor | thrombin 1536 | FXIa inh
33 | NS(=O)(=O)c1ccc(CCNc2cc(=O)n(Cc3ccc(F)cc3)c(=O)[nH]2)cc1 | 12 | -3 | -0.1 | -6 | -8
34 | CC(=O)C1=C(C)N(Cc2ccccc2)C(=O)N[C@H]1c1cccs1 | -13 | 3 | 0.8 | -3 | 5
35 | CC1(C)CC2CC(C)(CN2c2ncnc3ccc(Br)cc23)C1 (stereo not drawn) | -2 | . | -0.7 | -4 | -5
36 | COc1cc(OC)cc(C(=O)NCC(=O)OCC(=O)Nc2ncc(Cl)cc2Cl)c1 | 0 | -1 | 0.8 | 4 | 1
37 | O=C(NC(=Nc1ccccc1)N1CCOCC1)Nc1ccccc1 | 2 | 4 | 2.2 | 1 | 4
38 | CCOC(=O)c1cc2sccc2n1CC(=O)N1CCc2ccccc21 | -20 | -4 | 1.4 | 2 | 3
39 | C/C(=N/O)c1no[n+]([O-])c1/C(C)=N\O | 0 | . | 1.5 | -9 | -1
40 | COc1cc(-c2cc3nc(C)c(C)c(=O)n3[nH]2)cc(OC)c1OC | 7 | -2 | 2.8 | 4 | 3

entry | Furin inhibitor | FXIIa inh 1536 | Calpain2 inh | KCC2 mod
33 | -21 | -2 | 13 | 0.91
34 | -15 | 10 | -3 | 0.46
35 | 10 | 3 | 26 | -0.055
36 | -14 | 12 | -27 | -0.43
37 | -26 | 18 | 1 | -0.079
38 | -18 | -1 | 12 | -0.043
39 | -14 | 2 | 6 | -1.3
40 | -5 | 2 | -47 | 0.61

Next compounds.
entry | smiles | KLK5 inh | Rad51 HR inh | PERK inhibitor | thrombin 1536 | FXIa inh
41 | Cc1noc(C)c1C(=O)NC(C)C12CC3CC(CC(C3)C1)C2 (stereo not drawn) | 3 | -2 | 0.2 | -19 | -5
42 | C[C@H]1COc2c(C3(N)CC3)c(F)cc3c(=O)c(C(=O)O)cn1c23 | . | 0 | 2.1 | . | .
43 | O=C(N/N=C/c1ccccn1)c1cc([N+](=O)[O-])cc([N+](=O)[O-])c1 | -8 | -5 | 0.2 | -4 | 3
44 | Cc1ccccc1NS(=O)(=O)c1ccc(OCC(=O)NCc2cccnc2)cc1 | -10 | -4 | 0.2 | -12 | -2
45 | COc1ccccc1CCc1nnc(CCC(=O)N(C)Cc2cccc3cnccc23)o1 | 0 | -3 | 0.0 | -7 | 11
46 | COc1cccc(CCc2nnc(CCC(=O)NCCc3cccc(C)n3)o2)c1 | -6 | -5 | 0.1 | -3 | 2
47 | COc1ccc(SCc2noc(C(=O)NCC3CCCO3)c2C(=O)O)cc1 (stereo not drawn) | -21 | 7 | 0.4 | -9 | -8
48 | Cc1nn(-c2ccccc2)nc1C(=O)NN | -4 | -3 | 1.0 | -5 | -4
49 | N#CCCn1cc(/C=N/NC(N)=S)c(-c2ccccc2)n1 | 0 | 5 | 0.3 | 13 | -4
50 | OCCN1CCN(CC(O)COc2ccc(Cl)cc2)CC1 (stereo not drawn) | -21 | 3 | 0.5 | -4 | 1
51 | CC(C)(C)c1nc2ccccc2c2nnc(SCC(=O)NCc3ccco3)n12 | -16 | 3 | -1.3 | 5 | 18

entry | Furin inhibitor | FXIIa inh 1536 | Calpain2 inh | KCC2 mod
41 | -29 | 0 | -26 | -0.13
42 | . | . | 9 | 0.14
43 | -12 | 13 | -8 | 5.7
44 | -16 | 10 | 19 | 0.081
45 | -27 | 8 | 4 | -3.6
46 | -24 | 10 | -23 | -0.81
47 | -23[20 µM] | -5 | -25 | 0.61
48 | -5 | 3 | -11 | .
49 | -20 | 7 | -31 | -3.9e-08
50 | -19[20 µM] | 4 | -3 | 0.31
51 | -19 | 23 | -10 | -0.62

Molecules above that have a Cl atom (five):
entry | smiles | KLK5 inh | Rad51 HR inh | PERK inhibitor | thrombin 1536 | FXIa inh
6 | O=C(NNC(=O)c1cnccn1)c1ccc(Cl)cc1 | 1 | 11 | 0.3 | -7 | 1
10 | O=C(O)/C=C/C(=O)NCCc1ccc(Cl)cc1 | -9 | 12 | 0.9 | -8 | -2
21 | Nc1cc(C(=O)OCC(=O)NCc2ccco2)ccc1Cl | -33 | -1 | 0.1 | -1 | -6
36 | COc1cc(OC)cc(C(=O)NCC(=O)OCC(=O)Nc2ncc(Cl)cc2Cl)c1 | 0 | -1 | 0.8 | 4 | 1
50 | OCCN1CCN(CC(O)COc2ccc(Cl)cc2)CC1 (stereo not drawn) | -21 | 3 | 0.5 | -4 | 1

entry | Furin inhibitor | FXIIa inh 1536 | Calpain2 inh | KCC2 mod
6 | -9 | 5 | 29 | 2.7
10 | -8 | 6 | 4 | 0.044
21 | -6 | 9 | -256 | 0.12
36 | -14 | 12 | -27 | -0.43
50 | -19[20 µM] | 4 | -3 | 0.31
